GAA850 FXN act: FXN promoter activators, primary screen, cell-based, luciferase luminescence, HEK293 lucGAA850; AID 540364, 2011; HEK293 lucGAA850 FXN promoter luciferase reporter, 24 h; percent of 10 µM SAHA response; activation, % at 6 µM; 360,000 tested, 0.56% active;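 active means activation above the average of all compounds screened plus 3 SD, cutoff fixed separately per campaign, cut at about 7.5% in these data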;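 further: 0% = DMSO wells and 100% = 10 µM SAHA wells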
SMARCA2 activ: SMARCA2 (BRM) function activators, primary screen, cell-based, luminescence, high throughput; MG213 cells, MMTV-luciferase reporter, dexamethasone, overnight; 370,000 tested, 1% active; activation, % at 9.1 µM; AID 652017, 2013; in the data active means activation above about 7.8%;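 further: 0% = vehicle wells and 100% = reference activator wells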
GC-A act: GC-A stimulated cGMP production enhancers – HEK293 GC-A cells, cGMP TR-FRET, EC30 ANP, primary screen; 370,000 tested, 0.14% active; 0% at EC30 ANP, 100% saturating ANP; activation, % at 10 µM; AID 1671463, 2021; Atrial natriuretic peptide receptor 1 (Homo sapiens), P16066; in the data active means activation above about 40%
sPLA2-III inh: human group III sPLA2 inhibitors, primary screen, biochemical, QFRET, BODIPY PC-A2 liposome substrate; QFRET BODIPY PC-A2 liposome hydrolysis, fluorescence; Group 3 secretory phospholipase A2 (Homo sapiens), Q9NZ20; AID 743126, 2013; 370,000 tested, 0.56% active; inhibition, % at 12.2 µM;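 active means inhibition above mean plus 3 SD of compounds lying within the high and low control bounds, cut at about 19% in these data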;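 further: 0% = median of test compound wells and 100% = no enzyme DMSO wells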
Target sequence (Q9NZ20 whole entry, looked up): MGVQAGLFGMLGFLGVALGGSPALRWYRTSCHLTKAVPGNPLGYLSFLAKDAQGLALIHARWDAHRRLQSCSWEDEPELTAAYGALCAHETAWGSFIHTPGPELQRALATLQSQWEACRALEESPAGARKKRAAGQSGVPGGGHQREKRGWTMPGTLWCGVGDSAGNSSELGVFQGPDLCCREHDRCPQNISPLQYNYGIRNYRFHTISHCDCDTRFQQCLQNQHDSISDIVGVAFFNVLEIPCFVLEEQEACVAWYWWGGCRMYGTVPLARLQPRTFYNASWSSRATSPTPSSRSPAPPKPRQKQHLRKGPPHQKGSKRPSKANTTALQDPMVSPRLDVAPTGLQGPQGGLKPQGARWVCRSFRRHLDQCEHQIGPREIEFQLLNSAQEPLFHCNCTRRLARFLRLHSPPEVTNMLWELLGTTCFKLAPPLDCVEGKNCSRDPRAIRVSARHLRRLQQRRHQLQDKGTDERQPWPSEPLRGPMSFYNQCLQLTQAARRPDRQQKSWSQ
DAX1 inh-1: DAX1 (NR0B1) inhibitors on StAR promoter, primary screen, cell-based, luminescence, SF-1 (NR5A1), full-length DAX-1; HEK293T StAR-luciferase reporter, SF-1/DAX-1 repression relief; AID 652010, 2013; 370,000 tested, 1.1% active; inhibition, % at 6.8 µM;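 active means inhibition above the mean over all tested compounds plus 3 SD, cut at about 3.6% in these data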;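 further: 0% = DAX-1 cells with DMSO and 100% = cells lacking DAX-1 with DMSO; higher inhibition means more luminescence from relief of DAX-1 repression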
GC-B act: human GC-B receptor activators, primary screen, HEK293 GC-B cells, cGMP TR-FRET, EC30 CNP | 0% at EC30 CNP, 100% saturating CNP | activation, % at 10 µM | 370,000 tested, 0.11% active | AID 1920062, 2024;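 active means activation at 10 µM reaching about 35% in either raw or pattern-adjusted values, limit read from the data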
hgDAF-12 ag: H. glycines DAF-12 receptor agonists, primary screen, cell-based, luminescence, HEK293, GAL4 fusion, UAS-luciferase; Nuclear hormone receptor DAF-12 (Heterodera glycines), GAL4 fusion; HEK293 GAL4-hgDAF12 UAS-luciferase reporter, agonist luminescence; normalized to butyrate control; activation, % at 6.8 µM; 370,000 tested, 1.8% active; AID 687014, 2013;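 active means activation above a cutoff set at the mean of all screened compounds plus 3 SD, cut at about 10% in these data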;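 further: 0% = DMSO wells and 100% = sodium butyrate wells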
hcDAF-12 act: H. contortus DAF-12 nuclear receptor activators, primary screen, cell-based, luminescence, HEK293, lit1-tk-luc reporter; HEK293 hcDAF-12 lit1-tk-luc reporter; 0% DMSO, 100% Δ7-dafachronic acid; activation, % at 6.8 µM; 370,000 tested, 1.4% active; AID 652067, 2013;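 active means activation above the mean of all tested compounds plus 3 SD, cut at about 5.5% in these data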;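 further: 100% = response to 3 µM Δ7-dafachronic acid high control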
ssDAF-12 act: S. stercoralis DAF-12 nuclear receptor activators, primary screen, cell-based, luminescence, HEK293, GRIP1 co-expression, lit1-tk-luc. Nuclear hormone receptor DAF-12 (Strongyloides stercoralis). HEK293 ssDAF-12/GRIP1 lit1-tk-luc reporter; % of 3 µM dafachronic acid response. activation, % at 6.8 µM. 370,000 tested, 1% active. AID 652126, 2013;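 active means activation above the mean over all tested compounds plus 3 SD, cut at about 0.9% in these data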;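 further: 0% = DMSO-only wells and 100% = 3 µM delta7-dafachronic acid wells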
KLK7 zymogen act: proKLK7 zymogen activators, primary screen, biochemical, fluorescence intensity; Kallikrein-7 (Homo sapiens), P49862; purified proKLK7, EDANS-DABCYL substrate fluorescence; 100% is mature enzyme control, 0% vehicle; activation, % at 7 µM; 370,000 tested, 0.9% active; AID 652039, 2013;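 active means activation above the mean of all tested compounds plus 3 SD, computed per campaign excluding outliers beyond control limits, cut at about 13% in these data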
Target sequence (P49862 whole entry, looked up): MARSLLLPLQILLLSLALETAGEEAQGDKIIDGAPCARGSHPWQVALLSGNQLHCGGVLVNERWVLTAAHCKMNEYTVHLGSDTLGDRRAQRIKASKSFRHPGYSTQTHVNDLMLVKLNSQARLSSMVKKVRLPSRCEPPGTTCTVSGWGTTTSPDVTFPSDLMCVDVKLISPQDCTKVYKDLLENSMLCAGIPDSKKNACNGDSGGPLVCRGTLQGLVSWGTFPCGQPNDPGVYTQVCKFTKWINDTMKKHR
DAX1 inh-2: DAX1 (NR0B1) inhibitors, primary screen, cell-based, HEK293, Gal4-DAX1, luciferase luminescence; Nuclear receptor subfamily 0 group B member 1 (Homo sapiens), P51843; HEK293 Gal4-DAX1 luciferase reporter; inhibition, % at 6.75 µM; 340,000 tested, 0.99% active; AID 504766, 2011;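 active means inhibition above the mean over all tested compounds plus 3 SD, cut at about 4.2% in these data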;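 further: 0% = DAX1-transfected cells with DMSO and 100% = empty-vector control cells with DMSO; inhibition shows as a rise in luminescence from relieved DAX1 repression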
Target sequence (P51843 207-470 limits assumed): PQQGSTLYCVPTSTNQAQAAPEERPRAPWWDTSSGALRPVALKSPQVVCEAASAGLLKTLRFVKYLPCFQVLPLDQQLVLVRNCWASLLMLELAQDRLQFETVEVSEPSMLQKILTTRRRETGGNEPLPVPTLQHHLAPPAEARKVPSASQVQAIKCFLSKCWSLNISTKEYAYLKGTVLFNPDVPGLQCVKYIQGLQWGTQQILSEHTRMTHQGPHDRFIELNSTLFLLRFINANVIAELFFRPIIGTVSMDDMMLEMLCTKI
Active calls of the source: *; x = no result given.

The line under a structure holds: GAA850 FXN act, SMARCA2 activ, GC-A act, sPLA2-III inh, DAX1 inh-1, GC-B act, hgDAF-12 ag, hcDAF-12 act, ssDAF-12 act, KLK7 zymogen act, DAX1 inh-2
c1ccc(Cc2nc3ccccc3o2)cc1
 : 3.7, 1, -2, -3, -0.4, -2, 1.9, 1.6, -1.9, 0.1, 1.9
COC(CNC(=O)c1cc(C)nn1-c1ccccc1)OC
 : 2.3, -1, 6, 6, 0.0, 4, 1.1, -1.3, -0.4, -0.6, 0.0
O=C(CSc1ccc(-c2ccc(Cl)cc2)nn1)N1CCCc2ccccc21
 : 0.6, -4, 3, -9, 0.9, -1, 0.5, -2.5, -1.7, 0.3, -0.7
COc1ccc2cc(C(=O)N3CCOCC3)sc(=O)c2c1OC
 : 0.8, 1, -1, 3, 0.8, -5, 2.8, -0.2, -1.4, 0.3, 0.3
CCOc1ccc(C(=O)COC(=O)C2CCN(c3ccc(C(F)(F)F)cn3)CC2)cc1
 : 3.0, -1, -3, 3, 1.2, 0, 0.5, 0.6, -0.9, -0.6, 0.8
CC(C(=O)NCCCn1ccnc1)(c1ccccc1)c1ccccc1
 : -2.6, 4, -3, -8, 0.3, 3, 0.3, -0.4, -1.2, -0.7, -1.0
COC(=O)/C=C1/SC(=NC(=O)c2cccc([N+](=O)[O-])c2)NC1=O
 : 1.8, 0, 0, 2, -0.3, 4, 0.0, 1.3, -1.3, 0.3, 0.5
COC(=O)c1[nH]c2cc(OC)ccc2c1NC(=O)CCN1CCN(Cc2ccc3c(c2)OCO3)CC1
 : -2.1, 0, -4, -7, -0.4, 0, 0.2, -2.2, -1.9, 0.5, -1.5
CCNc1nc(OCCNC(C)=O)nc(N(C)C)n1
 : -1.4, -1, 2, 6, 0.8, -6, 1.1, -1.4, -1.1, -0.4, 0.8
CCO[C@H]1OC(C(=O)NCc2ccccc2)=C[C@@H](c2ccc(Br)cc2)[C@@H]1CCCO
 : -1.7, 1, -6, -10, -0.4, 2, -1.7, -1.4, -1.6, 0.2, -0.3
N#C/C(=C\c1ccc(O)cc1)C(=O)NCc1cccc(Cl)c1
 : 0.7, 0, -2, -20, -0.3, 0, 2.5, -1.1, -1.0, 0.5, 2.3
Cc1ccccc1NC(=O)Cc1nc(COC(=O)c2cc([N+](=O)[O-])ccc2N)cs1
 : 2.9, -1, 2, -37, -1.0, -2, -0.1, 1.3, -1.4, -0.2, 0.5
CCCCN(C)CCC(=O)Nc1ccc(C)cc1
 : 0.6, -2, 5, -1, 0.5, 2, -1.6, 2.0, 0.2, -0.5, 0.1
CCOc1cc(C(c2c(C)[nH][nH]c2=O)c2c(C)[nH][nH]c2=O)ccc1OS(=O)(=O)c1ccccc1
 : 1.4, 1, 1, -54, -0.4, 5, -0.6, -1.7, -1.7, -0.3, -0.5
CN1CCN(C(=O)c2cc3ccccc3cc2O)CC1
 : 1.5, -2, 7, -12, -0.6, 3, 0.6, -0.2, -1.4, -13, 0.0

A few values from the entries so far:
N#C/C(=C\c1ccc(O)cc1)C(=O)NCc1cccc(Cl)c1 – KLK7 zymogen act = 0.5
COC(=O)/C=C1/SC(=NC(=O)c2cccc([N+](=O)[O-])c2)NC1=O – hcDAF-12 act = 1.3

Next compounds
The line under a structure holds: GAA850 FXN act, SMARCA2 activ, GC-A act, sPLA2-III inh, DAX1 inh-1, GC-B act, hgDAF-12 ag, hcDAF-12 act, ssDAF-12 act, KLK7 zymogen act, DAX1 inh-2
CC1NC(=O)N(C)C2NC(=O)N(C)C(c3ccccc3)C12 (stereo not given)
 : -2.1, 2, 2, -6, 0.6, 2, 2.7, -0.9, -1.3, -0.3, -0.1
Cc1cccc(NC(=O)c2ccc(NS(=O)(=O)c3c(C)noc3C)cc2)c1
 : 1.1, -1, 2, -23, -1.0, 1, -0.6, -0.2, -0.9, -0.6, 0.1
Cc1cccc(Nc2nc(-c3ccccc3)cs2)n1
 : 6.3, 1, 16, -8, 2.2, -9, 19*, 13*, 2.9*, -0.9, 7.2*
CC(=O)c1ccc(NC(=O)C2CCCN(S(=O)(=O)c3ccc(-n4cnnn4)cc3)C2)cc1 (stereo not given)
 : 0.4, -2, -5, -3, 0.0, -3, 0.7, -0.8, -0.8, -0.8, -0.5
Cc1cc(C)c(NC(=O)C2CCCCN2C)c(C)c1 (stereo not given)
 : -0.7, 1, -1, 2, 0.6, 5, -1.1, -2.4, -1.0, -0.3, 1.4
CCOC(=O)C(NC(=O)Nc1ccc(F)cc1F)(Oc1ccc(F)cc1)C(F)(F)F (stereo not given)
 : 1.2, -2, 5, 2, 0.8, -7, -2.8, 0.9, -1.4, 0.1, 1.4
Cn1c(=O)c2c(nc(N/N=C/c3ccc(OC(=O)c4ccco4)cc3)n2Cc2ccccc2)n(C)c1=O
 : 0.1, 0, 16, 7, 0.2, 6, -3.2, -3.5, -1.2, -1.2, -3.6
O=C(Nc1cccc2cccnc12)c1ccccc1Cl
 : 1.4, 2, 3, 11, 0.1, 1, 0.1, -1.9, -1.9, -0.3, x
Cc1ccc(NS(=O)(=O)c2c(C)[nH]c(C)c2C(=O)N2CCCC2)cc1
 : 0.1, -2, 3, 5, 0.4, 2, -1.0, -2.4, -0.8, -0.8, 0.1
Cc1ccc(N=C2NC(=O)CS2)c(C)c1
 : -0.8, -2, 0, -1, 0.2, 1, 1.4, 0.7, -0.8, -0.1, -0.7
COc1ccc(C(=O)N2CCN=C2SCc2cccnc2)cc1OC
 : 3.3, 1, 3, 2, 0.6, 6, 0.4, 0.2, -1.1, 0.2, 0.1
Cc1ccc2[nH]cc(CCNC(=O)C3CCCO3)c2c1 (stereo not given)
 : -0.8, 1, 3, -1, 0.4, 0, -2.0, -2.5, -1.6, 1.1, 0.2
CCCCn1nnnc1NCc1ccc(OC)c(OC)c1OC
 : 3.1, -3, 1, 10, -0.5, 3, 1.4, -1.5, -1.4, -0.4, -1.4
COc1ccc(/C=C/C(O)=C2/C(=O)NC3(C)CC2c2ccccc2O3)c(OC)c1OC (stereo not given)
 : -2.0, -2, -14, -8, -1.1, -7, -3.5, -2.0, -2.0, 15*, -2.4
CCC(C(=O)NCC1CCCO1)N(Cc1ccccc1)C(=O)CNS(=O)(=O)c1ccccc1 (stereo not given)
 : -0.6, 0, 2, 0, 0.2, -6, -2.1, -0.2, -1.1, -0.5, -0.3

Only SMARCA2 activ, GC-B act and ssDAF-12 act (four entries from above):
SMILES	SMARCA2 activ	GC-B act	ssDAF-12 act
COc1ccc(C(=O)N2CCN=C2SCc2cccnc2)cc1OC	1	6	-1.1
Cc1ccc2[nH]cc(CCNC(=O)C3CCCO3)c2c1 (stereo not given)	1	0	-1.6
CCCCn1nnnc1NCc1ccc(OC)c(OC)c1OC	-3	3	-1.4
COc1ccc(/C=C/C(O)=C2/C(=O)NC3(C)CC2c2ccccc2O3)c(OC)c1OC (stereo not given)	-2	-7	-2.0

The list goes on:
The line under a structure holds: GAA850 FXN act, SMARCA2 activ, GC-A act, sPLA2-III inh, DAX1 inh-1, GC-B act, hgDAF-12 ag, hcDAF-12 act, ssDAF-12 act, KLK7 zymogen act, DAX1 inh-2
Cc1cc(NC(=O)CN(C)CC(=O)Nc2ccc(F)c(F)c2F)no1
 : -0.1, 0, 1, 6, -0.1, -2, -0.5, 2.5, -1.3, 0.6, 0.2
CSCC[C@H](NC(=O)c1ccco1)c1nnc2ccccn12
 : -0.3, 1, 1, 6, 1.5, 0, -0.2, -1.2, -1.2, 0.2, -0.1
C=CCn1c(CNC(=O)CCC)nc2ccccc21
 : 3.3, -2, -1, 4, 0.1, 3, -1.4, -1.1, -1.6, 0.0, -0.7
CC1=NN(C(C#N)c2ccccc2C)C(C)(C)C1 (stereo not given)
 : -0.2, 1, 1, 1, -0.5, -2, -3.0, -1.7, -1.0, 0.3, -0.1
O=C(Cc1ccccc1)NCCN1CCCC1
 : 0.5, 0, 2, 2, 0.2, 0, 0.8, 0.4, -0.5, 0.5, 1.4
CNS(=O)(=O)c1cccc(C(=O)NCC(c2cccs2)N(C)C)c1 (stereo not given)
 : -1.7, 2, 1, -2, 0.1, 2, 3.5, 2.5, -0.3, -0.1, 1.7
CC(C)(C)S(=O)(=O)N1Cc2cc(CO)ccc2[C@@H]1CCO
 : x, -5, 2, 10, 0.2, 3, 0.6, -1.4, -1.2, 0.2, x
CCOC(=O)Nc1ccc2c(C)cc(=O)oc2c1
 : 4.2, 11*, -9, 7, 1.1, -6, 11*, 2.0, -0.9, -5.1, 0.4
O=C(c1cc(C2CC2)nn1-c1ccccc1)N1CCN(S(=O)(=O)c2ccccc2)CC1
 : 1.9, 1, -16, -1, -0.9, -13, 0.4, 1.6, -0.5, 0.0, 0.9
Cc1ccc(C2c3[nH]c4ccccc4c3C[C@H]3C(=O)N(c4ccccc4C(=O)N4CCC[C@H]4C(=O)O)C(=O)N23)cc1 (stereo not given in full)
 : -0.7, 1, 2, -26, 0.6, -6, 4.3, 7.6*, 0.0, 1.1, 1.7
O=C(O)c1ccc2c(c1)ncn2C1CCCC1
 : 1.3, 2, 2, 5, 2.4, -1, 3.1, -0.1, -1.7, 0.7, -0.2
CCC(C)NC(=O)CSc1nc2ccccc2c(=O)n1-c1c(C)n(C)n(-c2ccccc2)c1=O (stereo not given)
 : 1.8, 3, 4, 5, -1.4, 1, -3.7, -0.3, -1.4, 0.2, -0.4
O=C(C1COc2ccccc2O1)N1CCn2c(nc3ccccc32)C1 (stereo not given)
 : -0.4, -2, 0, -5, 0.4, -1, -1.7, -1.8, -0.4, -0.2, -0.2
O=C(CSc1nnc(-c2cccnc2)n1Cc1ccco1)c1ccc2ccccc2c1
 : 0.1, -1, -11, -39, -0.3, -7, 2.3, -0.5, -1.5, 0.0, -0.4
CCn1nc(C)cc1-c1nnc(SCC(=O)Nc2ccccc2)n1CCCOC
 : 1.1, -2, -3, 8, 0.7, -2, -1.5, 0.2, 0.0, -0.6, -0.1
COc1ccc(-c2nnc(-c3ccc(N)cc3)o2)cc1
 : 1.4, 1, -3, 6, 2.8, -8, 11*, 0.6, -1.4, 3.0, 1.7
Cc1cc(NC(=O)c2cc(-c3ccccc3Cl)nc3ccccc23)no1
 : -0.2, -2, 8, -6, -0.5, -9, -0.6, -0.2, -1.0, 0.3, 0.0
CC1CCc2c(sc3nc(SCC(=O)O)n(-c4ccccc4)c(=O)c23)C1 (stereo not given)
 : 1.9, -3, -4, 10, 0.1, -2, 3.8, -0.9, -1.2, 0.1, -0.8

Assay outcomes as filed in PubChem.
